Cneo AK release: causes C. neoformans cell lysis | adenylate kinase release luminescence, 4 h; normalised: neutral wells 0, clomiphene wells 100 | lysis activity, % at 15 µM | hit rate 0.2% among 360,000;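 active means mean lysis activity across replicates of at least 80%, whatever share of replicates individually reach that level; inactive means mean lysis activity below 80%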
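Signal: Adenylate kinase release luminescence | Assay system: Log-phase Cryptococcus neoformans yeast cells | Input: Cells at 5 × 10^6 per mL | Buffer or medium: Fresh YPD growth medium | Compound: Single dose | Schedule: Static 4 h at 37 °C with compound, 1 h detection | Controls: Clomiphene | Read-out: Luminescence rise reflecting yeast cell lysis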
Statin myotox sup: suppressors of simvastatin-induced myotoxicity in C2C12 myotubes; ATP luminescence, 48 h; scaled: DMSO 0, geranylgeraniol control 100; rescue of ATP level, % at 7.49 µM; hit rate 0.78% among 330,000; AID 602340;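 active means mean ATP rescue above about 67%, or every replicate alone reaching that limit, limit read from the data, passing the limit was not always enough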;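 further: myotubes were challenged with 10 µM simvastatin during compound exposure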
PglD DTNB: PglD (C. jejuni) enzyme inhibition. purified PglD enzyme, DTNB colorimetric CoA detection. hit rate 0.098% among 360,000. inhibition, % at 12.5 µM; in the data active means inhibition above about 16%, passing the limit was not always enough; further: strong numbers were not always called active
GSIS activator: primary screen for activators of insulin secretion dependent on glucose, INS-1E cells, GLuc reporter luminescence. INS-1E GLuc reporter insulin secretion, 2-3 h. activation, % at 16.6 µM. hit rate 0.61% among 370,000. AID 743287;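 active means lowest replicate activation of at least 40%, so every replicate reaches that level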;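 further: 0% = median of neutral control wells and 100% = median of IBMX positive control wells; some compounds called inactive have numbers as strong as hits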
ARNT-TACC3 inh: ARNT/TACC3 interaction disruption; Q9Y6A5; AlphaScreen His-ARNT PAS-B/GST-TACC3 binding, luminescence; TACC3 fragment carries E629A point mutation; inhibition, % at 9.99 µM; hit rate 0.66% among 390,000; AID 623870;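 active means mean inhibition of replicates at least 50% and at least half of replicates each reaching 50%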;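 further: 0% = complete ARNT plus TACC3 wells and 100% = ARNT alone without TACC3; many hits fall short of the cut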
PAX8 reporter: lowers PAX8-driven luciferase in RMG-I cells; RMG-I TPO-luciferase reporter, SteadyGlo, 24 h; inhibition, % at 12.6 µM; hit rate 1.2% among 360,000;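 active means mean replicate inhibition at least 60% with every replicate also reaching 60%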;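 further: luciferase light reporting Pax8 driven TPO promoter activity; plate controls were median of neutral control wells for no effect and mitoxantrone controls for full effect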
LGR2 antag: Drosophila LGR2 receptor signaling inhibition | hit rate 0.35% among 380,000 | HEK293 LGR2, CRE-luciferase, bursicon-stimulated, 4 h | inhibition, % at 9.99 µM;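 active means drop in luminescence signal, shown as inhibition above about 50% in the replicate tests, limit read from the data, passing the limit was not always enough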;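 further: agonist challenge used bursicon conditioned medium at about half maximal strength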
PGC1a acetyl inh: modulators of PGC1a acetylation | U2OS PGC1a acetylation, AlphaScreen anti-acetyl-lysine; with virally co-expressed GCN5 acetyltransferase | inhibition, % at 15.6 µM | hit rate 0.17% among 350,000 | AID 651687;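 active means every replicate shows inhibition of at least 40%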;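 further: 0% = neutral control wells and 100% = positive control wells; some results beyond the cut were filed as inactive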
Active calls of the source: *; · = not tested or not shown; & = joins results of further samples.

Values run as follows: Cneo AK release	Statin myotox sup	PglD DTNB	GSIS activator	ARNT-TACC3 inh	PAX8 reporter	LGR2 antag	PGC1a acetyl inh
C#CCOCCOCCOCCNc1nc(N2CCN(C(=O)CCCCCCCCCCNC(=O)[C@H](CCCCN)n3cc(CCO)nn3)CC2)nc(N2CCN(C(=O)CCCCCCCCCCNC(=O)[C@H](CCCCN)n3cc(CCO)nn3)CC2)n1
 : 3	6	-5	·	23	·	·	6
CC(=O)Nc1ccc(C)c(NS(=O)(=O)c2cccc(C(F)(F)F)c2)c1
 : 3	-2	10	·	-3	2	13	·
COc1ccc(S(=O)(=O)Nc2ccc3c(c2)CC(=O)N([C@@H](C)CO)C[C@@H](C)[C@H](CN(C)CC2CCCCC2)O3)cc1
 : 4	39	0	-3	3	·	-5	-12
COC(=O)c1c(NC(=O)COC(=O)[C@@H](NS(=O)(=O)c2cccc(Cl)c2)C(C)C)sc2c1CCC2
 : -2	·	1	-6	2	51	12	·
Cc1nn(-c2cc(N(S(C)(=O)=O)S(C)(=O)=O)c(Cl)cc2Cl)c(=O)n1C
 : 0	·	-1	·	-24	6	·	5
COc1ccc(C(C)=O)cc1CSc1nncn1C
 : ·	·	·	9	-3	11	42	-6
CCC(=O)N(Cc1ccc2c(c1)OCO2)Cc1cc2cc(OC)ccc2[nH]c1=O
 : 5	-2	-2	·	0	·	·	-1
COc1ccc(OC)c(S(=O)(=O)N2CCCC(C(=O)NCc3ccco3)C2)c1 (stereo unspecified)
 : 0	-4	-8	1	-1	4	8	-12
FC(F)Sc1ccc(NC(=S)NCC2CCCCC2)cc1
 : 0	-76	1	-24	3	·	-2	-10
O=C1c2ccccc2C(=O)N1/N=C/c1ccc(O)c(O)c1O
 : -11	60	-1	·	8	·	·	5
CC(C)c1cc(C(C)C)c(S(=O)(=O)NNC(=O)c2ccncc2)c(C(C)C)c1
 : -1	·	-5	-24	0	·	8	1
Cc1ccc(N(CN2CCCC2=O)C(=O)c2ccc(C)c(C)c2)cc1
 : 1	113*	-2	-4	-1	-17	-12	-12
C[C@H]1CN([C@@H](C)CO)S(=O)(=O)c2ccc(C#CC3(O)CCCC3)cc2O[C@H]1CN(C)C(=O)Cc1ccccc1
 : 0	-30	1	11	2	·	1	-2
CN1CCN(C(=O)C[C@@H]2CC[C@H]3[C@@H](COC[C@@H](O)CN3C(=O)C3CCCC3)O2)CC1
 : -7	12	-2	12	-3	9	-2	3
COc1cnn(-c2cccc(C)c2)c(=O)c1Cl
 : 0	-2	9	·	-2	14	·	-7
CCOC(=O)c1ccc(N(C(=O)CNC(=O)c2ccco2)C(C(=O)NCC2CCCO2)c2ccc(OC)c(OC)c2)cc1 (stereo unspecified)
 : 3	0	-4	-1	3	-11	1	-7
CSc1ccc(CNc2nc3ccccc3n3cnnc23)cc1
 : ·	1	·	13	-1	14	7	·
O=C(C[C@H]1C=C[C@@H](NC(=O)c2cccc(F)c2)[C@@H](CO)O1)NCc1ccccc1
 : 2	-10	3	-6	-23	-5	5	2
Cn1nc(C(F)(F)F)c(-c2ccc(Br)cc2)c1NC(=O)c1nccnc1C(=O)O
 : 0	·	-4	-30	6	9	7	-1
COc1ccc2c3c([nH]c2c1)[C@H](CO)N(C(=O)c1cnccn1)CC31CN(S(C)(=O)=O)C1
 : ·	·	·	1	·	-10	1	11
CSCCC(NC(=O)c1ccccc1Cl)C(=O)N1CCCCC1 (stereo unspecified)
 : 0	-6	1	23	5	-6	-2	1
CO[C@H]1CN(C)C(=O)c2ccc(NC(=O)C3CC3)cc2OC[C@H](C)N(CCC(F)(F)F)C[C@@H]1C
 : ·	·	·	-13	·	4	8	0
COC(=O)c1ccc(CN2C(=O)NC3(CCCCC3C)C2=O)o1 (stereo unspecified)
 : -2	-6	3	·	·	·	·	12
Cc1ccc(S(=O)(=O)N(C)c2ccccc2C(=O)NC2CCCC2)cc1
 : ·	·	·	-3	-3	30	-2	·
COc1ccc(C(=O)OCC(=O)N2CCN(C(=O)c3ccco3)CC2)c(OC)c1OC
 : 1	5	-2	·	·	0	-21	3
COCCn1nnnc1SCC(=O)c1ccccc1
 : 0	·	-10	·	·	-30	·	0
O=S(=O)(Nc1ccc(O)cc1)c1cccc2cccnc12
 : -1	3	-2	21	0	-23	2	5
CCN(CC)C(=O)c1cc(-c2ccc3c(c2)OCO3)on1
 : -2	6	-4	-7	-5	-119	-84	·
Cc1nn(Cc2ccccc2)c(Cl)c1/C=C/C(=O)OCC(=O)N1CCCC1=O
 : ·	·	·	19	5	1	21	10
C/C(=N/NS(=O)(=O)c1ccc(C)cc1)[C@H]1C[C@@H]1c1ccccc1
 : 0	·	8	3	4	0	-15	-7

Some of these compounds in order of their number in PglD DTNB, high to low:
mol	PglD DTNB	GSIS activator	ARNT-TACC3 inh	LGR2 antag	PGC1a acetyl inh
CC(=O)Nc1ccc(C)c(NS(=O)(=O)c2cccc(C(F)(F)F)c2)c1	10	·	-3	13	·
Cn1nc(C(F)(F)F)c(-c2ccc(Br)cc2)c1NC(=O)c1nccnc1C(=O)O	-4	-30	6	7	-1
COCCn1nnnc1SCC(=O)c1ccccc1	-10	·	·	·	0

Next entries:
Values run as follows: Cneo AK release	Statin myotox sup	PglD DTNB	GSIS activator	ARNT-TACC3 inh	PAX8 reporter	LGR2 antag	PGC1a acetyl inh
Cc1cnc2ccc(F)cc2c1
 : 0	1	7	10	·	9	0	-19
O=C1NC(Cc2ccccc2)c2nc3ccccc3c(=O)n2-c2cc3ccccc3cc21 (stereo unspecified)
 : -1	-30	3	-26	·	48	16	·
CC(C)C#Cc1ccc2c(c1)O[C@@H](CN(C)C(=O)C1CCC1)[C@H](C)CN([C@H](C)CO)S2(=O)=O
 : ·	-25	·	-2	·	·	17	21
C[C@H]1CN([C@@H](C)CO)C(=O)c2cc(-c3cncnc3)cnc2O[C@H]1CN(C)Cc1ccccc1
 : -2	0	1	5	-7	-12	-1	4
Fc1ccc(Nc2ncnc3sccc23)cc1
 : -1	-12	-5	25	·	-24	5	·
CCOC(=O)c1c(S(=O)(=O)NC2CCN(C(=O)OCC)CC2)c(C)n(C)c1C
 : -1	4	4	18	0	6	1	4
Cc1cc(NC(=O)CSc2nnc(Cc3cccn3C)n2CCc2ccccc2)no1
 : -1	4	4	·	5	3	8	5
Cc1noc(C)c1S(=O)(=O)Nc1ccc2c(c1)C(=O)N([C@H](C)CO)C[C@@H](C)[C@@H](CN(C)S(=O)(=O)c1ccccc1)OCCCC[C@@H](C)O2
 : 1	·	-1	-17	-2	-6	-4	-17
CCOC(=O)C1NN=C(C(=O)c2ccc(C)cc2)C1c1ccc(C)cc1 (stereo unspecified)
 : ·	·	·	-27	-4	5	5	·
Cc1nc2cc(NC(=O)N3c4ccccc4CC3C)ccc2o1 (stereo unspecified)
 : 0	8	-4	-2	0	·	0	3
CCOC(=O)c1cc(CC)sc1N1C(=O)CC(Sc2ccccc2C(=O)O)C1=O (stereo unspecified)
 : ·	·	·	-19	-3	12	4	4
CN1CCN(c2ccc(NC(=O)COc3ccccc3)cc2Cl)CC1
 : 1	·	14	-24	-1	-161	-57	-7
O=C(CCc1nnc(CCCCc2ccccc2)o1)N1CCC(N2CCCC2)CC1
 : 2	10	-1	-15	7	-2	2	-8
CC1(C)Cc2c(sc3nc4n(c(=N)c23)CCC4)CO1
 : 9	2	7	·	4	16	·	53
C[C@@H]1CN([C@@H](C)CO)C(=O)CCCn2nncc2CO[C@@H]1CN(C)C(=O)OCc1ccccc1
 : -2&14	3&-5&4	-2&-2	7&3	1&0	-14&13	-10&-14	21&6&-2
CC(=O)c1cccc(NC(=O)COC(=O)COc2ccc(Cl)cc2)c1
 : 2	13	-11	9	·	-3	-20	0
CCNC(=O)CN1C(=O)NC2(CCCCCC2)C1=O
 : 0	-5	-3	·	-8	-21	·	-14
CN(Cc1ccccc1)C(=O)c1nc2ccccn2c1CN1CCCC1c1nccs1 (stereo unspecified)
 : -3	-5	-11	-1	-37	21	12	-2
COc1cccc(S(=O)(=O)N(C)C[C@H]2Oc3cc(C#CCN(C)C)ccc3S(=O)(=O)N([C@H](C)CO)C[C@@H]2C)c1
 : 4	-63	18	-17	-3	·	-5	-14
CC(C)C#Cc1ccc([C@@H]2[C@@H](CO)N(C(=O)CN(C)C)[C@H]2C#N)cc1
 : -1	22	-1	0	7	-13	1	-7
COCC1=C(C(=O)OC)C(c2cccs2)n2ncnc2N1 (stereo unspecified)
 : ·	·	·	1	-1	1	3	·
O=C(c1ccc(CS(=O)Cc2ccccc2Cl)o1)N1CCN(c2ccccc2)CC1 (stereo unspecified)
 : 3	-3	-2	-10	·	16	2	0
CSc1ccccc1NC(=O)c1cc2ncc(Br)cn2n1
 : ·	-6	·	10	-6	-57	-54	0
C[C@H](CO)N1C[C@H](C)[C@H](CN(C)Cc2cncnc2)Oc2cc(C3=CCCCC3)ccc2S1(=O)=O
 : 54	-7	2	14	5	·	28	0
Cc1ccn(C(=O)c2cc3c(C)nn(-c4ccccc4)c3s2)n1
 : -2	10	-9	·	-1	·	·	0
COc1ccc(OC)c(S(=O)(=O)NC(=O)C2(C)CCN2C(=O)Cc2ccc(Cl)cc2Cl)c1 (stereo unspecified)
 : -2	1	6	4	·	·	-13	12
O=C(C=Cc1ccccc1)NCCNC(=O)C=Cc1ccccc1
 : ·	·	·	-7	0	14	5	·
CCOc1cc(C2C(C(=O)N3CCOCC3)=C(C)NC3=C2C(=O)CCC3)ccc1O (stereo unspecified)
 : 2	-3	-6	4	3	·	22	-1
CCCC(=O)Nc1ccc2c(c1)OC[C@@H](C)N(Cc1ccccc1)C[C@@H](C)[C@@H](OC)CN(C)C2=O
 : -1	39	2	3	-5	-2	3	9
CO[C@H]1CN(C)C(=O)c2ccc(NS(C)(=O)=O)cc2OC[C@H](C)N(C(=O)C2CC2)C[C@H]1C
 : 50	-1	-1	3	-2	-7	3	-15
C[C@H]1CN([C@@H](C)CO)C(=O)Cc2cc(N(C)C)ccc2O[C@@H]1CN(C)Cc1ccc(Oc2ccccc2)cc1
 : -7	-1	-1	5	7	-3	-19	33
COC(=O)c1sccc1-n1cccc1C(=O)N1CCOCC1
 : 1	3	4	·	-4	·	·	7
COc1ccc(NC(=O)Nc2cccc3c2O[C@@H](CN(C)Cc2ccccc2)[C@@H](C)CN([C@H](C)CO)C3=O)cc1
 : -3	-11	7	4	-1	·	2	-3

Source: PubChem BioAssay
